High-throughput results as filed in PubChem.
TRPV1 ag – activates the human vanilloid receptor TRPV1; Q8NER1; TRPV1-expressing cells, Fluo-8 calcium influx, agonist mode; activation, % at 8.33 µM; 320,000 tested, 0.19% active; AID 540275; in the data active = activation above about 80%; inconclusive = between about 30% and that limit; note: 0% is about no effect
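Cells expressing TRPV1 were dye-loaded with Fluo-8 and read kinetically: 10 s baseline, 3 min after compound (agonist portion), then 2 min after EC20 capsaicin (allosteric enhancer portion). Calcium-bound dye fluorescence at 480/520 nm.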
FBPA coupling cs – coupling enzyme interference in Giardia aldolase counter-screen. coupling enzyme system counterscreen, AmpLite Red fluorescence. activity change, negative = inhibition, % at 58.2 µM, hits read low. 290,000 tested, 0.67% active. AID 2472; in the data active = activity change below about -30%; note: % is set by controls: 0 for no effect and ±100 for the full control effect
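Final compound at 57.5 uM, incubated 10 min at RT with coupling enzyme reagent (glyceraldehyde-3-phosphate), then 20 min with substrate and AmpLite Red detection. Fluorescence read at 525/598 nm; tests interference with the coupling assay, not aldolase inhibition.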
CXXC DNA block – MLL CXXC-DNA interaction inhibition | MLL-CXXC / FITC-HOXA9 DNA fluorescence polarization | Potency, µM (highest dose often 115 µM), inactives show top-dose activity change, negative = inhibition, actives largely listed as inhibitors | Q03164 | 290,000 tested, 0.037% active; active = well fitted inhibition curve with a large enough effect in the polarisation, with a control signal flat, not every such curve was filed as active; inconclusive = small, poorly fitted or top-dose-only effect, or effect the other way, or a change in a side signal; inactive = no such curve, though single readings can be large or run the other way; the % refers to the polarisation; note: potency is the fitted concentration of half-maximal effect
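Steps: dispense CXXC domain solution (7 uM) → pin compounds or unlabeled HOX-A9 DNA control → 5 min ambient → add FLSN-HOX-A9 solution (50 nM) → spin → 30 min ambient → fluorescence polarization. Tris pH 7.5/NaCl/DTT/BSA buffer.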
Integrin act MD – integrin-mediated muscular dystrophy alleviation activation; alpha7betagal myoblasts, beta-gal FDG fluorescence, 48 h; Potency, µM (titrated, usually from 38.3 µM), for the others: top-dose activation, actives largely listed as activators; 350,000 tested, 0.064% active; AID 624291;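 note: potency is the fitted concentration of half-maximal effect; 100% = response of the positive control SU9516; nearly all actives have a fitted effect of over 60% in size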
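Alpha7betagal+/- myoblasts (passage 13) were plated 16-24 hr, then exposed to compounds (1:260 dilution of DMSO stock) for 48 hours at 37C. After MPER lysis, β-galactosidase reporter activity was read as FDG fluorescence (ex 480/em 540) after 30 minutes.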
hERG WT inh – inhibitors of human wildtype KCNH2 potassium channel; Q12809; U2OS, BacMam KCNH2, thallium flux FluxOr; hits give low values; activity change, % at 1.84 µM; 340,000 tested, 0.37% active; AID 720551;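 active = maximum activity change below -70%; inconclusive = maximum activity change between -70% and -50%; inactive = maximum activity change above -50%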; note: % is set by controls: 0 for no effect and ±100 for the full control effect
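U2OS cells were transduced with wild-type KCNH2 virus (2.03 x 10^8 / mL) for 4 h at room temperature, then cultured overnight at 37 C. Thallium flux was read with FluxOr dye. Rate constants were normalized to DMSO controls.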
KCNH2 3.1 inh – blocks the human KCNH2 3.1 channel isoform. 340,000 tested, 0.95% active. activity change, % (tested at about 1.8 µM). U2OS KCNH2 3.1, thallium flux FluxOr; hits give low values;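 active = maximum activity change below -70%; inconclusive = maximum activity change from -70% to -50%; inactive = maximum activity change above -50%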;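 note: thallium influx rate constant from kinetic fluorescence after stimulation buffer; % is set by controls: 0 for no effect and ±100 for the full control effect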
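Normalized rate constant (relative to positive and negative DMSO controls) derived from a 2 min kinetic fluorescence read after stimulation; U2OS cells expressing the 3.1 isoform via virus at 1.77 x 10^8 /mL.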
MBNL1-CUG inh – inhibitors of human MBNL1 binding to CUG repeat RNA. Q9NR56. TR-FRET MBNL1-His/biotin-(CUG)12 binding, 665/545 ratio. Potency, µM (top dose mostly 57.5 µM), inactives show at the highest dose activity change, negative = inhibition, hits mostly inhibitors. 280,000 tested, 0.036% active; active = well fitted inhibition curve with a large enough effect in the signal ratio, with a control signal flat, not every such curve was filed as active; inconclusive = small, poorly fitted or top-dose-only effect, or effect the other way, or a change in a side signal; inactive = no such curve, though single readings can be large or run the other way; the % refers to the signal ratio; note: potency is the fitted concentration of half-maximal effect; % is set by controls: 0 for no effect and ±100 for the full control effect
Target sequence (Q9NR56 whole entry, looked up): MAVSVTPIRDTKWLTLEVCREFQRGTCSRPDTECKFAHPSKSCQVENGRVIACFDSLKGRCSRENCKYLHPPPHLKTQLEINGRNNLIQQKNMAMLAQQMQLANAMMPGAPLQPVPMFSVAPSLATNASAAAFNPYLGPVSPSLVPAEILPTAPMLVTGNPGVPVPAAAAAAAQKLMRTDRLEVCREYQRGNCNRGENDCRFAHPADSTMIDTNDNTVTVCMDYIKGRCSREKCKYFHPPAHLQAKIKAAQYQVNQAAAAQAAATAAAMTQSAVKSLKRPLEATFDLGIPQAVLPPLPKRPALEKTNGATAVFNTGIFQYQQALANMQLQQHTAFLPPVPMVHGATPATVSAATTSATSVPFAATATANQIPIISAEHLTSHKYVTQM
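Ratiometric TR-FRET (665 over 545 nm, excitation 340 nm) tracks disruption of MBNL1-His/biotin-(CUG)12 complex after 60 min at room temperature, with compounds at 92 nM to 58 uM final.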
A-T KAP1 phos – potential ataxia-telangiectasia treatments restoring KAP-1 phosphorylation. […] A-T fibroblasts, KAP-1 phosphorylation AlphaLISA; neocarzinostatin DNA damage 30 min before lysis. Potency, µM (highest dose often 57.5 µM), without a hit: top-dose activation, most hits filed as activators. 320,000 tested, 0.19% active; note: potency is the fitted concentration of half-maximal effect; % of control where 0% means no effect; nearly all actives have a fitted effect of over 45% in size
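ATM-like activity read as KAP-1 phosphorylation via AlphaLISA donor/acceptor antibody pairs after lysis and 6 hr at 25C. Cells were ATM-null patient fibroblasts ([…], hTERT), dosed 60 min, then exposed to the DSB inducer NCS for 30 min.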
ASM inhibitor – human S-ASM enzyme inhibition. P17405. placental ASM, HMU-PC fluorogenic substrate, 60 min. Potency, µM (top dose mostly 57.5 µM), for inactives: at the top dose activity change, negative = inhibition, hits mostly inhibitors. 340,000 tested, 0.006% active; note: potency is the fitted concentration of half-maximal effect
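Fluorescence read-out (Ex 386 nm, Em 447 nm) after stopping the reaction at pH 10. Enzyme: ASM from human placenta; substrate HMU-PC0, 9 uM final; 60 min, 37 °C. Compound preincubation 10 min, ambient temperature.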
GALK inhibitor – inhibitors of human galactokinase | Purified GALK, Kinase-Glo residual ATP luminescence | 270,000 tested, 0.007% active | Potency, µM (top dose mostly 57.5 µM), for the others: top-dose activity change, negative = inhibition, most hits filed as inhibitors | P51570; note: potency is the fitted concentration of half-maximal effect; % is set by controls: 0 for no effect and ±100 for the full control effect
Target sequence (P51570 whole entry, looked up): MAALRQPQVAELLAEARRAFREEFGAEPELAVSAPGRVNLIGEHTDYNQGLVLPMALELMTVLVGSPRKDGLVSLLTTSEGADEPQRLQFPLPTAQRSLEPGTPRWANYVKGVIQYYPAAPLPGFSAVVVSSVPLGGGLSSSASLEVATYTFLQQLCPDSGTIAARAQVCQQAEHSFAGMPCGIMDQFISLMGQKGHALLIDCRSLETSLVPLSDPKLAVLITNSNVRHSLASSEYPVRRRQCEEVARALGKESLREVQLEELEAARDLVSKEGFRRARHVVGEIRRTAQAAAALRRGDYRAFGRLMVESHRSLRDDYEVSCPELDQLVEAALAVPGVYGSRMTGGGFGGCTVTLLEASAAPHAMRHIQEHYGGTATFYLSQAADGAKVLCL
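Compounds were pin-transferred into ATP buffer (35 uM final), then GALK plus galactose (5 nM, 100 uM final) was added. After 1 h at room temperature, Kinase-Glo Plus was added and luminescence read after 10 min.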
* hit, by the source's call; ? = inconclusive; / = no result given; [ ] = dose if it differs, or a comment. Unless noted, calls come from the whole dose curve; as a rule, active = well fitted curve in the direction sought with a large enough effect; inconclusive = small, poorly fitted or top-dose-only effect, or another doubt; inactive = no such curve, though single readings can be large; an effect the other way counts as inactive or inconclusive.

SMILES | TRPV1 ag | FBPA coupling cs | CXXC DNA block | Integrin act MD | hERG WT inh | KCNH2 3.1 inh | MBNL1-CUG inh | A-T KAP1 phos | ASM inhibitor | GALK inhibitor
CN=C1S/C(=C\c2ccc(N3CCCC3)c(F)c2)C(=O)N1C | 10 | 1 | ? | 9% | -1 | / | 2% | -2% | 20% | 6%
CC1(c2ccc3c(c2)OCCCO3)NC(=O)N(CC(=O)Nc2cccc(C#N)c2)C1=O (configuration not stated) | ? | / | / | -6% | 0 | -1 | / | 0% | -1% | /
Cc1cc(C)nc(NS(=O)(=O)c2ccc(NC(=O)Nc3ccccc3)cc2)n1 | 15 | 3 | 8% | 41% | 7 | 2 | -5% | 0% | 13% | 1%
Cc1c(OCC(=O)OC(C)(C)C)ccc2c3c(c(=O)oc12)CCC3 | 18 | 1 | 1% | -50%[inhibitor] | 7 | 2 | -3% | 9% | 11% | -6%
COC(=O)c1nn(C)c(=O)[nH]c1=O | / | / | / | 41% | -2 | 7 | / | / | 3% | /
O=C(NCCCc1ccccc1)c1ccncc1 | ? | 5 | 9% | -6% | 7 | -1 | 1% | 4% | -2% | 0%
Cc1cc(SCC(=O)OC/C(O)=C(\C#N)c2nc3ccccc3[nH]2)c(C)cc1Br | 0 | 5 | -10% | -55%[inhibitor] | -1 | 2 | 15% | 2% | 2% | 2%
O=S(=O)(CCNCCc1ccccc1)NCc1ccccc1 | / | / | / | 20% | 6 | -9 | / | / | -5% | /
CCc1cccc(NS(=O)(=O)c2c(C)[nH]c(=O)[nH]c2=O)c1 | 1 | 3 | -8% | -10% | -3 | 8 | -8% | -3% | 5% | 3%
O=C1CCCCC1CCc1ccncc1 (configuration not stated) | / | / | / | -25% | 3 | -6 | / | / | 1% | /
CCC(C)(C(=O)NC1CCCCC1)N(C(=O)CNC(C)=O)c1c(C)n(C)n(-c2ccccc2)c1=O (configuration not stated) | 1 | 2 | 3% | 8% | -3 | -9 | 2% | -1% | 5% | 1%
CCn1c(SCC(=O)Nc2ccc(C(C)=O)cc2)nc2c([nH]c3ccccc32)c1=O | -1 | / | 2% | 21% | -8 | -2 | -2% | 4% | -1% | -2%
Cc1ccc(C(=O)Nc2ccc(N3CCCC3)cc2)cc1 | ? | 1 | 12% | -8% | -5 | 1 | / | -3% | 14% | 10%
COC(=O)c1c(C(=O)c2ccc(Br)cc2)n(C)c2ccccc12 | 1 | / | / | 13% | -2 | -24 | / | 4% | -8% | /
COc1cc(/C=N/NC(=O)C2CC(=O)N(c3ccc(C)cc3)C2)cc(OC)c1OC (configuration not stated) | 1 | -1 | -2% | 5% | -5 | 21 | 2% | -1% | -2% | -1%
Cc1ccc(-c2noc(C3CCCN(C(=O)c4ccccc4Br)C3)n2)o1 (configuration not stated) | 1 | 0 | 9% | ? | -3 | 4 | 2% | 9% | 1% | 1%
O=C(Nc1ccc(Cl)cc1)NC1CCCCNC1=O (configuration not stated) | 0 | 0 | -2% | ? | -4 | -11 | -3% | -8% | 4% | 12%
CCOC(=O)Cn1cc(/C=N/NC(=O)c2ccc(C#N)cc2F)c2ccccc21 | -5 | 0 | -2% | -10%[7.66 µM] | -3 | -1 | 11% | -1% | -2% | 0%
Cc1ccc(CCC(=O)Nc2ccc(Cl)cc2)o1 | 22 | 2 | 1% | -31%[inhibitor] | 20 | -3 | -4% | -5% | -2% | -9%
Cn1cccc1/C=N\NC(=O)C1COc2ccccc2O1 (configuration not stated) | 29 | 0 | 7% | 7% | -6 | -5 | 13% | -5% | -5% | -1%
O=C(NNC(=O)C1CC(=O)N(Cc2ccccc2)C1)c1ccc(Br)cc1 (configuration not stated) | -2 | 0 | -6% | 2% | -6 | -12 | 3% | 9% | 1% | -1%
Cc1cc(/C=C2/C(=O)NN(c3ccccc3)C2=O)c(C)n1-c1cccc(O)c1 | -1 | 1 | -9% | -13% | -1 | / | 25% | -4% | -23% | 0%
Cc1ccc(CCNC(=O)c2ccc(NC3=NC4CS(=O)(=O)CC4S3)cc2)cc1 (configuration not stated) | 0 | / | -2% | -11% | -20 | -12 | 2% | -13% | -1% | 0%
O=C(CN1CCN(C(=O)CNC(=O)c2ccc3c(c2)OCO3)CC1)Nc1cccc(F)c1 | 3 | / | / | 14% | 21 | 0 | / | -8% | -2% | /
CCN(CC)c1ccc(C(=S)NC2CCCCC2)cc1 | 12 | 0 | 1% | -42% | -14 | -12 | -3% | 7% | -5% | 1%
More records follow.
SMILES | TRPV1 ag | FBPA coupling cs | CXXC DNA block | Integrin act MD | hERG WT inh | KCNH2 3.1 inh | MBNL1-CUG inh | A-T KAP1 phos | ASM inhibitor | GALK inhibitor
CN(C(=O)COC(=O)c1ccc(Cl)c(N)c1)c1ccccc1 | 3 | 0 | 2% | 16% | 16 | 5 | -2% | -4% | 6% | 10%
CC(C)COC(=O)c1ccc(NC(=O)C2C3CCC(C3)C2C(=O)O)cc1 (configuration not stated) | 2 | 8 | -3% | 0% | 2 | 4 | 3% | 2% | -5% | 3%
CN(C)S(=O)(=O)c1ccc(C(=O)NCc2ccccn2)cc1 | 1 | 2 | 17% | 8% | -9 | -6 | 1% | 0% | 1% | 2%
CCn1cc([N+](=O)[O-])c(C(=O)Nc2ccn(C34CC5CC(CC(C5)C3)C4)n2)n1 | ? | 0 | 0% | 14% | 0 | -2 | ? | 14% | -3% | 0%
O=C(CSc1nccn1-c1ccccc1)NCc1ccc(F)cc1 | 18 | -2 | -3% | -15% | -24 | -7 | -4% | 2% | 3% | 0%
O=C(NC(=S)Nc1ccc(CN2CCOCC2)cc1)c1ccc2c(c1)OCCO2 | 0 | 4 | 9% | -12% | -1 | -11 | -12% | 5% | -4% | /
O=C1CCCc2sccc2N1 | -5 | -6 | -1% | -1% | 5 | -5 | -14% | 8% | 2% | 0%
Cn1c(CCNC(=O)c2ccccc2F)nnc1SCC(=O)Nc1ccccc1F | 4 | 6 | -25% | 23% | -4 | 14 | -4% | -4% | -3% | 2%
CC(C)C(Cl)=NOC(=O)Nc1ccc(F)cc1 | / | / | / | -51%[inhibitor] | -12 | 18 | / | / | 4% | /
FC(F)Oc1ccc(/C=N/n2c(Cc3ccc(Br)cc3)n[nH]c2=S)cc1 | 5 | -1 | 10% | -11% | 2 | -3 | -7% | 13% | -4% | -7%
COc1ccc(C(=O)Nc2nc(N3C(=O)c4ccccc4C3=O)n(-c3ccccc3)n2)cc1 | -3 | 0 | 4% | -27% | 0 | -1 | 3% | -2% | -1% | -2%
O=C(O)c1ccc(OS(=O)(=O)c2ccc(Cl)s2)c(Cl)c1 | -1 | / | / | 13% | -4 | -6 | / | 4% | 3% | /
C/C(=N\NC(=O)CNc1cccc(C(F)(F)F)c1)c1cccs1 | 12 | 4 | 16% | 0% | -10 | 7 | -4% | 0% | -3% | 11%
O=C(NCCCN1CCOCC1)c1ccc2c(c1)N(Cc1c(F)cccc1Cl)C(=O)CS2 | -6 | 1 | -2% | -4% | -4 | 1 | -5% | 5% | 9% | 0%
COc1ccccc1NS(=O)(=O)c1cc([N+](=O)[O-])ccc1N/N=C/c1c[nH]c2ccccc12 | -7 | -10 | 10% | -59%[inhibitor] | -24 | -28 | 41%[activator] | 5% | -23% | -3%
COc1ccc(-c2noc(-c3ccc(Br)o3)n2)cc1 | 7 | 5 | -3% | -11% | 1 | -1 | -3% | -4% | 0% | 3%
CCNc1nc(SC)nc(N(C#N)CC(=O)OC)n1 | -1 | 1 | 3% | 22% | -7 | 4 | -1% | 1% | -2% | -2%
COc1ccc(Cc2noc(CN(C)CCc3ccccc3)n2)cc1OC | -7 | 1 | 1% | -7% | -11 | -4 | -11% | 9% | 8% | 5%
CCCOc1ccc(N2C(=O)CC(N3CCN(c4ccccc4OC)CC3)C2=O)cc1 (configuration not stated) | 2 | 2 | -12% | 0% | 16 | -6 | -3% | 11% | -7% | 3%
O=C(C[n+]1cccc(CNC(=O)c2ccc(OC(F)F)cc2)c1)Nc1ccc(F)cc1 | -3 | 0 | -2% | 16% | -2 | -10 | ? | -5% | -1% | -2%
O=C(CN1CCSC1=NCc1ccccc1)c1ccc(Cl)cc1 | 12 | 5 | 1% | 7% | 4 | -2 | ? | 4% | 0% | 0%
CC1=C(C#N)C(NC(=O)c2cccc(Cl)c2)(C(F)(F)F)C(=O)N1 (configuration not stated) | 4 | 1 | 6% | 5% | 0 | 0 | -8% | -5% | 9% | 2%
COc1ccc(NC(=O)CSc2nnnn2Cc2ccccc2)cc1 | ? | 1 | 9% | -10% | / | -21 | -2% | -2% | 2% | 0%
C=CCn1c(=O)c2c(nc3n2CCCN3CCc2ccc(OC)c(OC)c2)n(C)c1=O | 1 | 1 | 5% | ? | -36 | 2 | 4% | -6% | 0% | 1%
